# From PubChem
# MazF activator = activators of E. coli MazEF toxin-antitoxin RNase, primary screen, biochemical, fluorescence, uHTS | 0.32% of 350,000 active | activation, % at 20 µM | AID 504720, 2011 | FAM/BHQ RNA-DNA oligo cleavage fluorescence, 5 h | Endoribonuclease toxin MazF (Escherichia coli (strain K12)), P0AE70; in the data active means activation above about 50%
# Target sequence (P0AE70 whole entry, looked up): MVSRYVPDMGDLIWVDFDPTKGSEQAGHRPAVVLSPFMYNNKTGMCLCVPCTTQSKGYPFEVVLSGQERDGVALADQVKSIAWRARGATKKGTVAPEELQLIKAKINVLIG
# BioA inh = M. tuberculosis BioA enzyme inhibitors, primary screen, biochemical, plate reader, single point, HTS; purified M. tuberculosis BioA enzyme; inhibition, % at 9.99 µM; 0.096% of 360,000 active; in the data active means inhibition above about 40%; inconclusive means no clear call, values can overlap the other calls
# FBA Mtb inh = Mtb FBA enzyme inhibitors, primary screen, biochemical, fluorescence, strain H37Rv. Fructose-bisphosphate aldolase (Mycobacterium tuberculosis (strain ATCC 25618 / H37Rv)), …. purified M. tuberculosis FBA, fluorescence read-out. inhibition, % at 1 µM. 2.3% of 360,000 active; in the data active means inhibition above about 27%;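 further: 0% = vehicle and 100% = reference inhibitor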
# BoNT F protease = BoNT/F light chain protease inhibitors, primary screen, biochemical, flow cytometry, MLPCN library; inhibition, % at 10 µM; 0.22% of 360,000 active; Multiplex microsphere protease cleavage assay; AID 588497, 2011; Botulinum neurotoxin type F light chain protease (Clostridium botulinum); in the data active means inhibition above about 35%, passing the limit was not always enough; inconclusive means no clear call, values can overlap the other calls; further: plate controls were buffer without enzyme for full effect and enzyme alone for no effect
# VHR inh abs = VHR1 phosphatase inhibitors, primary screen, biochemical, absorbance, uHTS; Dual specificity protein phosphatase 3 (Homo sapiens), P51452; recombinant VHR phosphatase, pNPP absorbance; inhibition, % at 13.3 µM; 0.52% of 290,000 active; AID 1654, 2009; in the data active means inhibition above about 50%; further: some compounds called inactive have numbers as strong as hits
# Target sequence (P51452 whole entry, looked up): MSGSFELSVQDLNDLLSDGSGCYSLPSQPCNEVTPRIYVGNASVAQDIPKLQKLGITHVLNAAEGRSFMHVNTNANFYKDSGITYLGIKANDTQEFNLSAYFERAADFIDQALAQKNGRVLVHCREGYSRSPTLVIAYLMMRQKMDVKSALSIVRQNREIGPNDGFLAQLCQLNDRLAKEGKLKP
# Rv3671c inh = Rv3671c serine protease inhibitors, primary screen, biochemical, fluorescence polarization, M. tuberculosis H37Rv; P9WHR9; inhibition, % at 5.96 µM; 0.048% of 320,000 active; AID 2606, 2010; in the data active means inhibition above about 38%;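 further: extracellular domain of Rv3671c used as enzyme; 0% = enzyme with DMSO and 100% = no enzyme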
# GDH-TPI inh = GDH-TPI coupling enzyme inhibitors, primary screen, artefact control for M. tuberculosis FBA inhibitor project, biochemical, absorbance, full deck. GDH-TPI coupled enzyme counterscreen, NADH absorbance. inhibition, % at 4.8 µM. 1.2% of 360,000 active;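 further: 0% = DMSO wells and 100% = wells lacking the enzyme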
# CCHF vOTU inh = CCHFV vOTU protease inhibitors, primary screen, biochemical, Pep-AMC substrate, fluorescence; 0.55% of 370,000 active; inhibition, % at 11.5 µM; AID 651958, 2012; Crimean-Congo hemorrhagic fever virus L polyprotein viral ovarian tumor (vOTU) protease …; further: 0% = vehicle wells with enzyme and 100% = no enzyme wells
# FadD28 FP inh = inhibitors of FadD28 bisubstrate probe binding, primary screen, biochemical, fluorescence polarization, single point; inhibition, % at 12.5 µM; 0.22% of 360,000 active; in the data active means inhibition above about 8.5%, passing the limit was not always enough; inconclusive means no clear call, values can overlap the other calls
# Mtb UGM inh = M. tuberculosis UGM enzyme inhibitors, primary screen, biochemical, fluorescence polarization, single point; UDP-galactopyranose mutase (Mycobacterium tuberculosis (strain ATCC 25618 / H37Rv)), …; purified UGM, fluorescence polarization probe displacement; inhibition, % at 10 µM; 0.06% of 320,000 active; in the data active means inhibition above about 10%, passing the limit was not always enough; inconclusive means no clear call, values can overlap the other calls
# Target sequence (P9WIQ1 whole entry, looked up): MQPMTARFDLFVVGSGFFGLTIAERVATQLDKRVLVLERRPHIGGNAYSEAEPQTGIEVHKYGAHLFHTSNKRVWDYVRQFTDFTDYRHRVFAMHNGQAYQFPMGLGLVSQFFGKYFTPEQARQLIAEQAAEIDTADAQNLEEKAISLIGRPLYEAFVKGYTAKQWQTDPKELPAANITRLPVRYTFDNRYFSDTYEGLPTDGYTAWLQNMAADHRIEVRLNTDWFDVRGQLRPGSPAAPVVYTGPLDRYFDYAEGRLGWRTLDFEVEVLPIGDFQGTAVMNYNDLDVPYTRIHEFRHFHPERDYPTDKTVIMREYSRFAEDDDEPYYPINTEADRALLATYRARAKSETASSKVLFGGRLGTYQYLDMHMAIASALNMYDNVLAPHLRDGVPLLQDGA
# * marks the source's active call; other numbers are inactive results; ? = inconclusive; nt = no result given. Unless noted, no stated cut-off is given here; in the data, active means inhibition above about 30%; inactive means the rest.
SMILES,MazF activator,BioA inh,FBA Mtb inh,BoNT F protease,VHR inh abs,Rv3671c inh,GDH-TPI inh,CCHF vOTU inh,FadD28 FP inh,Mtb UGM inh
COC(=O)C1=C(c2ccc(Cl)c(C(F)(F)F)c2)C[C@@H]2CC[C@H]1N2C(=O)NCc1ccc2c(c1)OCO2,4,-5.6,4,-5,nt,1,18,-4,-1.1,-2.7
O=S(=O)(c1ccccc1)c1nc(-c2ccccc2)oc1N1CCCC1,-14,-2.1,-3,1,19,2,-4,-1,-1.9,-2.6
CCOC(=O)c1c(C)nc2c3ccccc3ccn12,3,7.2,4,-34,4,-11,9,18,0.5,3.4
COc1cc(CCC(=O)OCC(=O)Nc2ccc3c(c2)OCO3)cc(OC)c1OC,6,nt,-6,8,6,5,0,5,-4.2,-0.2
O=C(/C=C/c1cccc(Cl)c1)NCc1ccncc1,2,0.3,-7,-3,16,1,14,-18,-1.5,-2.1
C=CCN1C2CCCC1CC(NC(=O)Nc1cccc(C(C)=O)c1)C2 (stereo not drawn),5,0.3,0,-5,-6,-1,4,11,0.0,1.0
O=C1CSc2ccc(S(=O)(=O)NCc3ccc(F)cc3)cc2N1,10,2.5,0,6,-17,-3,-14,-12,-4.3,-0.3
COc1ccc(C(CNC(=O)c2cccc(N(C)C)c2)N2CCCC2)cc1 (stereo not drawn),9,-0.4,3,-5,36,1,7,15,-3.3,-0.8
O=C(COC(=O)C1CCN(S(=O)(=O)c2cccs2)CC1)Nc1ccccc1,-13,-0.1,1,-1,15,3,0,3,0.1,0.4
COc1ccc(C2=CC(=O)OC3(CCCCC3)O2)cc1,-10,0.7,-1,-4,-4,3,11,11,-5.6,-1.4
CC(=O)Nc1ccc(S(=O)(=O)N2CCN(CCc3ccccc3)CC2)cc1,9,-0.3,4,?,26,-10,-13,2,-1.1,-0.9
O=C(O)C12CC3CC(C1)CC(n1ncc(N4CCN(c5ccccc5)CC4)c(Cl)c1=O)(C3)C2,3,-0.9,0,0,7,-10,12,-2,0.8,1.6
COC(=O)[C@@H](Cc1c[nH]c2ccccc12)NCc1cccc(B(O)O)c1,-12,0.9,0,-9,nt,nt,8,-3,-1.2,nt
CN(C(=O)COC(=O)c1cnc(Cl)c(Cl)c1)C1CCS(=O)(=O)C1 (stereo not drawn),3,1.3,-2,1,-1,1,-7,3,-2.9,-1.2
Cc1ccc([N+](=O)[O-])c2c1C(N1CCCCC1)C(C)(C)O2 (stereo not drawn),-2,nt,1,-13,21,-1,5,10,-1.9,1.8
COc1ccc(OCC(=O)NC(=S)Nc2ccc(S(=O)(=O)Nc3cc(C)on3)cc2)cc1,7,-0.4,2,-1,4,-1,-9,-4,1.7,-1.7
COc1ccc(-n2nnnc2C(c2cc3ccccc3o2)N2CCC(n3c(=O)[nH]c4ccccc43)CC2)cc1 (stereo not drawn),nt,0.2,1,11,nt,nt,nt,21,-1.8,nt
CCN(CC)c1ccc(NC(=O)CN2CCN(S(=O)(=O)c3cc(Cl)ccc3OC)CC2)cc1,-7,-0.5,-2,-9,19,1,-3,-2,-1.6,4.0
O=S(=O)(Nc1ccc(S(=O)(=O)N2CCOCC2)cc1)c1ccccc1,7,1.6,-1,0,3,5,-8,-2,-3.2,1.3
O=C(Nc1ccccc1)c1cc2ccc3ccccc3c2s1,15,-0.2,4,-2,-4,-30,8,-3,-1.4,-1.8
CC(=O)Nc1ccc2nc(-c3ccncc3)[nH]c2c1,4,34,32*,-16,12,4,12,-7,-3.9,-1.4
CCOC(=O)c1sc(-c2ccccc2)cc1NC(=O)Nc1ccccc1,-7,-4.7,2,2,10,-218,19,-6,0.1,0.7
O=C(C1CCCN(S(=O)(=O)c2cccc3nsnc23)C1)N1CCCCCC1 (stereo not drawn),3,nt,2,0,7,4,-3,-2,-3.2,3.0
CCN1CCN(c2ccc(S(=O)(=O)N3CCOCC3)cc2NC(=O)c2ccc(OCC(C)C)cc2)CC1,14,0.7,1,-6,nt,nt,3,16,-3.4,nt
COc1ccc(N2CCN(S(=O)(=O)Cc3ccccc3)CC2)cc1,-1,nt,4,4,6,-7,5,-4,2.6,-3.8
CC(C)CNc1ncnc2c1sc1nc(N3CCOCC3)c3c(c12)CC(C)(C)OC3,5,0.1,4,-2,24,-11,4,-3,-3.3,0.1
O=C(Nc1ccc2c(c1)OCO2)c1csc([C@H]2C[C@H](O)[C@@H](CO)O2)n1,nt,-0.7,6,-6,nt,nt,15,-4,-1.1,nt
CCC(C(=O)OCCOCCN(CC)CC)c1ccccc1 (stereo not drawn),8,-0.9,3,0,-10,-6,3,0,-2.5,-0.8
Cc1ccc(S(=O)(=O)Nc2nsc(N)n2)cc1,2,-0.5,-1,-10,8,9,11,-2,0.0,0.8
Cc1cc(C)cc(OC(C)C(=O)Nc2ccccc2C(=O)NCc2cccnc2)c1 (stereo not drawn),-1,-4.7,0,-3,12,-14,-5,-7,-2.0,-1.2

# Part of the list above in order of heavy-atom count, largest number first:
SMILES,MazF activator,BioA inh,FBA Mtb inh,BoNT F protease,VHR inh abs,Rv3671c inh,GDH-TPI inh,CCHF vOTU inh,FadD28 FP inh,Mtb UGM inh
CCN1CCN(c2ccc(S(=O)(=O)N3CCOCC3)cc2NC(=O)c2ccc(OCC(C)C)cc2)CC1,14,0.7,1,-6,nt,nt,3,16,-3.4,nt
COc1ccc(OCC(=O)NC(=S)Nc2ccc(S(=O)(=O)Nc3cc(C)on3)cc2)cc1,7,-0.4,2,-1,4,-1,-9,-4,1.7,-1.7
COc1cc(CCC(=O)OCC(=O)Nc2ccc3c(c2)OCO3)cc(OC)c1OC,6,nt,-6,8,6,5,0,5,-4.2,-0.2
O=C(COC(=O)C1CCN(S(=O)(=O)c2cccs2)CC1)Nc1ccccc1,-13,-0.1,1,-1,15,3,0,3,0.1,0.4
O=C(Nc1ccccc1)c1cc2ccc3ccccc3c2s1,15,-0.2,4,-2,-4,-30,8,-3,-1.4,-1.8
COc1ccc(C2=CC(=O)OC3(CCCCC3)O2)cc1,-10,0.7,-1,-4,-4,3,11,11,-5.6,-1.4
O=C(/C=C/c1cccc(Cl)c1)NCc1ccncc1,2,0.3,-7,-3,16,1,14,-18,-1.5,-2.1

# (further entries)
SMILES,MazF activator,BioA inh,FBA Mtb inh,BoNT F protease,VHR inh abs,Rv3671c inh,GDH-TPI inh,CCHF vOTU inh,FadD28 FP inh,Mtb UGM inh
Cc1ccc(NC(=O)c2ccccc2F)c(NC(=O)c2ccccc2F)c1,4,-0.6,1,8,nt,8,-2,6,-2.0,-1.4
O=C(CC1C(=O)NCCN1Cc1cccc(Oc2ccccc2)c1)NCCc1cscn1 (stereo not drawn),-4,nt,-1,-2,44,3,-7,9,-8.3,1.6
O=C(CN(Cc1ccccc1)S(=O)(=O)c1cccc(C(F)(F)F)c1)NC1CCCCC1,-2,-1.6,2,-11,4,-10,-3,-9,-4.6,1.3
O=C(COC(=O)c1ccc(F)cc1Cl)NC1CCS(=O)(=O)C1 (stereo not drawn),5,0.3,2,-1,nt,8,0,3,-1.1,nt
CCn1c(CNc2ccc(Cl)cc2)nnc1SCc1ccccc1,3,1.1,0,-4,18,-6,0,3,-3.3,2.4
Oc1ccc(Br)cc1C=Nc1ccc2c3c(cccc13)CC2,12,nt,38*,-5,3,0,6,-39,0.3,nt
CCOC(=O)C(C(=O)OCC)N(C#N)c1nc(N(C)C)nc(N(C)C)n1,1,1.8,-2,-1,22,3,0,-1,-1.7,-1.1
COc1ccccc1OCc1cc(C(=O)NCCN2CCCC(O)C2)no1 (stereo not drawn),1,-0.2,0,-8,10,-1,-1,-1,1.6,-0.3
COc1ccccc1OCCC(=O)Nc1cccc(S(=O)(=O)N2CCCCC2)c1,2,nt,2,1,-10,1,0,0,0.1,nt
CC(=O)c1ccc(S(=O)(=O)NCc2nnnn2-c2ccccc2)cc1,4,2.1,1,-4,-9,6,-3,-17,-2.9,0.5
COCC1CCN(C(=O)C2CCC(=O)N(Cc3cccc(F)c3)C2)CC1 (stereo not drawn),6,-0.4,0,-5,10,5,-4,-4,-0.6,-11
Cc1ccc(-c2nc3ccccc3c(=O)n2-c2c(C)n(C)n(-c3ccccc3)c2=O)cc1,3,-1.3,4,?,17,-2,5,5,-0.9,1.1
CCC(=O)Nc1nnc(SCC(=O)NCCc2ccc(OC)c(OC)c2)s1,-1,nt,-4,-4,18,6,2,-6,-0.7,-0.4
CN1C(C(=O)NCc2ccccc2)CC2Cn3c(nc4cc5ccccc5cc43)C21 (stereo not drawn),5,1.2,4,-3,15,-10,4,-5,-0.7,0.7
CCOC(=O)C1=C(CSc2nncn2C)NC(=O)NC1c1cc(OCC)ccc1OCC (stereo not drawn),3,-0.7,-2,1,0,2,3,2,-2.6,-1.4
CNC(=S)NNC(=O)c1sccc1C,1,-1.5,-2,1,5,0,-3,27,-3.3,-0.3
COC(=O)c1ccncc1C(=O)Nc1ccc(OC)cc1,4,nt,7,6,5,-9,5,nt,-0.4,-1.3
O=C(COC(=O)/C=C/c1ccccc1Cl)Nc1cccnc1Cl,10,-2.3,-1,-3,nt,0,-6,-6,-2.5,1.0
Cc1c(CCO)c(=O)[nH]n1C(=O)c1c(F)cccc1F,6,13,1,6,-8,5,11,-3,0.1,-0.1
Cc1cc(N2CCN(C)CC2)nc2ccc(NC(=O)CCC3CCCC3)cc12,16,-1.4,5,-10,-9,3,-4,-9,nt,-0.8
COc1ccccc1NS(=O)(=O)c1ccc(Cl)c(NC(=O)CN2C(=O)c3ccccc3C2=O)c1,0,nt,1,9,-2,-4,13,-6,-2.6,2.6
COc1cc(/C=C/C(=O)OCC(=O)NCc2ccccc2OC)ccc1O,-16,nt,4,4,nt,4,18,6,-1.1,0.6
COc1cccc(NC(=O)CSc2ncnc3c2cnn3Cc2ccccc2)c1,13,1.0,-3,2,15,-1,-8,9,-3.6,1.2
CC(C)n1c(=O)nc(-c2ccccc2)c2cc3c(cc21)OCO3,3,4.2,1,-4,nt,nt,6,-5,-0.7,nt

# Single values from the list:
# COc1cccc(NC(=O)CSc2ncnc3c2cnn3Cc2ccccc2)c1 – FBA Mtb inh = -3
# Cc1cc(N2CCN(C)CC2)nc2ccc(NC(=O)CCC3CCCC3)cc12 – Rv3671c inh = 3
